Screening data: PubChem, Broad Institute
ARNT-TACC3 inh = disrupts binding between human ARNT and TACC3; Q9Y6A5; AlphaScreen His-ARNT PAS-B/GST-TACC3 binding, luminescence; TACC3 fragment carries E629A point mutation; inhibition, % at 9.99 µM; 390,000 tested, 0.66% active;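 active means mean inhibition of replicates at least 50% and at least half of replicates each reaching 50%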;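 further: 0% = complete ARNT plus TACC3 wells and 100% = ARNT alone without TACC3; many hits fall short of the cut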
Starred values were filed as active, the others as inactive. Only part of the results is shown; the hit share may differ from the screen's.

SMILES	ARNT-TACC3 inh
O=C(COc1ccccc1)NCC(=O)N/N=C/c1ccccc1	-6
O=C(COC(=O)CCCOc1ccc(Cl)cc1Cl)NCc1ccc(F)cc1	-9
CCOC(=O)n1n[n+]([O-])c2ccccc21	-3
O=C(Nc1ccccc1-c1nnc(SCc2ccc(Cl)cc2Cl)o1)c1ccccc1	-7
CCn1c(C)c(C(C)=O)c(N2CCN(c3ccccc3)CC2)nc1=S	-5
COc1ccc(C)cc1N(C(=O)c1ccc(F)cc1)c1nc2ccccc2s1	-12
COc1ccc(C(=O)Nc2cc(OC)c(NC(=O)c3ccco3)cc2OC)cc1	-1
CCC(=O)Nc1ccc(C(=O)N/N=C/c2ccccc2[N+](=O)[O-])cc1	-10
COc1ccc2c(c1)C(=NNC(=O)c1ccccn1)c1cc(OC)ccc1-2	-1
CC(C)Cc1nc2oc3c(NCCCN4CCOCC4)ncnc3c2c2c1CCC2	-11
CN1/C(=C\C(=O)c2oc3ccccc3c2N)C(C)(C)c2ccccc21	2
Cc1ccccc1-n1c(C)cc(/C=N/Nc2ccc([N+](=O)[O-])cn2)c1C	-4
COc1ccc(C)cc1NC(=O)c1ccc(-c2ccc(C(C)=O)cc2)o1	-2
CCOc1ccc(NC(=NCc2ccc3c(c2)OCO3)SC2CC(=O)N(c3ccc(C(=O)O)cc3)C2=O)cc1 (centres undefined)	10
CCOc1ccc(S(=O)(=O)N/N=C2/CCCC(=O)C2)cc1	-4
Cc1ccc(C)c(N2CCN(C(=O)Cn3c(=O)[nH]c4ccsc4c3=O)CC2)c1	-1
N=c1n(CC(=O)c2ccc([N+](=O)[O-])cc2)c2ccccc2n1Cc1ccc(Cl)cc1	4
CC/C(=C\C(=O)c1ccncc1)Nc1ccc(Br)cc1	-6
COc1ccc(C(CC(=O)Nc2ccccc2OC)n2cccc2)cc1 (centres undefined)	-13
CCOC(=O)c1cc2c(=O)c3cc(C)ccc3oc2nc1C	-10
CC1(C)Cc2c(sc3c2C2=NCCN2C=N3)CS1	-4
CCN(CC)c1ccc(NC(=O)CSc2nnc3nc(C)cc(C)n23)cc1	1
COc1ccc(N/C=C/C(=O)c2ccc3c(c2)OCO3)cc1OC	-8
CC(=O)NC1(NC(C)=O)CCN(C)C(c2ccccc2)C1C (centres undefined)	-2
O=C(NCc1ccccc1)C(Cc1ccccc1)NS(=O)(=O)c1cccc2nsnc12 (centres undefined)	6
CCOC(=O)Cc1csc(SCC(=O)Nc2cc(Cl)ccc2Oc2ccccc2)n1	-9
c1ccc(-c2ncc(CSc3nncn3-c3ccccc3)s2)cc1	1
O=C1NC(NS(=O)(=O)c2ccccc2)(C(F)(F)F)C(=O)N1c1ccc(F)cc1 (centres undefined)	-3
CCN(C(=O)CN1CCN(c2ccccc2O)CC1)c1c(N)n(Cc2ccccc2)c(=O)[nH]c1=O	-6
O=C(NC(NC(=S)Nc1ccc(Cl)cc1)C(Cl)(Cl)Cl)c1ccco1 (centres undefined)	3
COc1cc(N(C(=O)Cc2cccs2)C(C(=O)NC2CCCCC2)c2cccc(OC)c2OC)ccc1-n1cnnn1 (centres undefined)	-2
Cc1cc([N+](=O)[O-])cc2c1-c1ncccc1C2=Nc1ccccc1	-3
O=C(Nc1ccccc1C(F)(F)F)c1cc(-c2ccc(O)cc2)on1	1
Cc1ccc(-n2cc[nH]c2=S)cc1C	-2
OCCNCC1(O)C2CC3CC(C2)CC1C3 (centres undefined)	-21
CCCSc1cc(N2CCN(C)CC2)nc(-c2ccc(OC)cc2)n1	6
O=C(CSc1nc(-c2ccccc2)cc(C(F)(F)F)n1)NCc1cccs1	-6
COc1ccc(NC(=O)COC(=O)Cc2ccc(-c3ccccc3)cc2)c(OC)c1	0
O=C(CSc1ncccn1)NN=C1CCCCCC1	-2
O=C(Nc1ccccc1)c1ccc(Br)c(S(=O)(=O)Nc2cccnc2)c1	1
COc1ccc(C2Nc3ccccc3C(=O)N2Cc2ccco2)cc1COc1ccc([N+](=O)[O-])cc1 (centres undefined)	3
COCCCNC(=O)CCSc1ccc(C)cc1	0
CCOC(=O)C(Nc1ccc2ccccc2c1)C(=O)OCC	-6
COCCn1c(=NC(=O)/C=C/c2ccccc2Cl)sc2cc(NC(C)=O)ccc21	-3
Cc1ccc(N(CC(=O)N/N=C/c2ccc(OC3CSC3)cc2)S(=O)(=O)c2ccccc2)c(C)c1	4
Cc1cc(NC(=O)c2cccc3ccccc23)cc(C)c1OCC(=O)N1CCOCC1	-3
CCOC(=O)c1c(-c2ccccc2)csc1NC(=S)NC	-9
COc1ccccc1NCC(=O)N/N=C/c1cccnc1	2
CCn1c(NC(=O)c2ccc(C)cc2)c2ccccc2nc1=O	1
Cc1ccc(C(=O)Nc2ccccc2C(=O)NC(CC(=O)O)C(=O)O)cc1 (centres undefined)	-12
CC(C)(C)C(=O)Nc1nnc(SCC(=O)Nc2ccc3c(c2)OCO3)s1	-2
CCOC(=O)c1c(C)[nH]c(C(=O)CN2CCOCC2)c1C	5
CCOC(=O)c1sc2nc(CN3CCCCC3)nc(Cl)c2c1C	-29
COc1ccc(C(=O)CC(=O)C(=O)NCCc2cccc(C)c2)cc1	0
CCCC(=O)NNc1cc(=O)c2c(=O)n(C)c(=O)n(C)c2[nH]1	0
O=C(CN1CCCCCC1)N/N=C/c1cccc(Cl)c1	-1
O=C(NC1CCCCC1)Nn1c(-c2ccccc2)nc2ccccc2c1=O	1
c1ccc(-c2nc(-n3ccnc3)nc(-n3ccnc3)n2)cc1	3
CCC(C)n1c(SCC(=O)NCc2ccco2)nnc1-c1cccc(S(=O)(=O)N2CCOCC2)c1 (centres undefined)	0
Cc1ccc(Sc2cc(N3CCOCC3)nc(-c3ccccc3)n2)cc1	-6
New compounds follow.
SMILES	ARNT-TACC3 inh
Cc1cccc(-n2c(Cn3nc(C)c([N+](=O)[O-])c3C)n[nH]c2=S)c1	-2
COCCNC(=O)C(=O)NCC1OCCCN1S(=O)(=O)c1cccs1 (centres undefined)	2
CC1=C(C(=O)Nc2ccccn2)C(c2ccc(Br)cc2)NC(=S)N1 (centres undefined)	-3
CCCCc1nc2ccccc2c(NC(=O)CN2CCN(C)CC2)c1CCC	10
CNc1sc(C(=O)c2cccs2)c(N)c1-c1nc2ccccc2s1	2
Cc1ccc(C2NC(=O)Cc3ccccc32)cc1 (centres undefined)	19
CC(C)CNC(C(=O)Nc1ccc([N+](=O)[O-])cc1Br)c1ccccc1 (centres undefined)	6
CCOc1ccc(C(=O)COC(=O)CC)cc1	-1
CC(=O)c1ccc(OC(=O)CCN2c3ccccc3Sc3ccccc32)cc1	-2
O=S(=O)(c1cccs1)N1CN(Cc2ccccc2)c2nc3ccccc3nc21	-5
CCOc1cccc(-c2cc(C(=O)N/N=C/c3ccc(OC)c(CN4CCOCC4)c3)c3ccccc3n2)c1	29
Cc1cc(NS(=O)(=O)c2ccc(NC(=O)C(C)Oc3ccc(Cl)cc3)cc2)no1 (centres undefined)	-2
COC(=O)CCC/C=C1/SCC(NC(=O)c2ccccc2)C1=O (centres undefined)	5
COC(=O)C1=C(CSc2nc3ccccc3s2)NC(=O)NC1c1ccc(F)cc1 (centres undefined)	8
CCC1(c2ccccc2)NC(=S)N(c2cccc(C)c2C)N1 (centres undefined)	-7
Cc1oc2ccc(O)c(CN3CCOCC3)c2c1C(C)O (centres undefined)	-3
Cc1ccc(N(CC(=O)NC(C)c2ccccc2)S(=O)(=O)c2cccs2)cc1 (centres undefined)	-3
O=C(c1ccc(F)cc1)N1CCN(c2cc(N3CCCCC3)c(F)cc2[N+](=O)[O-])CC1	5
CN(C)c1nc(NCc2ccccc2)nc(N/N=C/c2ccc3c(c2)OCO3)n1	8
Cc1cccc(CC(Cc2nc3ccccc3[nH]2)c2nc3ccccc3[nH]2)c1 (centres undefined)	-6

Exported as a markdown table: 21 of the compounds above
| Compound | ARNT-TACC3 inh |
| --- | --- |
| Cc1ccc(Sc2cc(N3CCOCC3)nc(-c3ccccc3)n2)cc1 | -6 |
| Cc1cccc(-n2c(Cn3nc(C)c([N+](=O)[O-])c3C)n[nH]c2=S)c1 | -2 |
| COCCNC(=O)C(=O)NCC1OCCCN1S(=O)(=O)c1cccs1 (centres undefined) | 2 |
| CC1=C(C(=O)Nc2ccccn2)C(c2ccc(Br)cc2)NC(=S)N1 (centres undefined) | -3 |
| CCCCc1nc2ccccc2c(NC(=O)CN2CCN(C)CC2)c1CCC | 10 |
| CNc1sc(C(=O)c2cccs2)c(N)c1-c1nc2ccccc2s1 | 2 |
| Cc1ccc(C2NC(=O)Cc3ccccc32)cc1 (centres undefined) | 19 |
| CC(C)CNC(C(=O)Nc1ccc([N+](=O)[O-])cc1Br)c1ccccc1 (centres undefined) | 6 |
| CCOc1ccc(C(=O)COC(=O)CC)cc1 | -1 |
| CC(=O)c1ccc(OC(=O)CCN2c3ccccc3Sc3ccccc32)cc1 | -2 |
| O=S(=O)(c1cccs1)N1CN(Cc2ccccc2)c2nc3ccccc3nc21 | -5 |
| CCOc1cccc(-c2cc(C(=O)N/N=C/c3ccc(OC)c(CN4CCOCC4)c3)c3ccccc3n2)c1 | 29 |
| Cc1cc(NS(=O)(=O)c2ccc(NC(=O)C(C)Oc3ccc(Cl)cc3)cc2)no1 (centres undefined) | -2 |
| COC(=O)CCC/C=C1/SCC(NC(=O)c2ccccc2)C1=O (centres undefined) | 5 |
| COC(=O)C1=C(CSc2nc3ccccc3s2)NC(=O)NC1c1ccc(F)cc1 (centres undefined) | 8 |
| CCC1(c2ccccc2)NC(=S)N(c2cccc(C)c2C)N1 (centres undefined) | -7 |
| Cc1oc2ccc(O)c(CN3CCOCC3)c2c1C(C)O (centres undefined) | -3 |
| Cc1ccc(N(CC(=O)NC(C)c2ccccc2)S(=O)(=O)c2cccs2)cc1 (centres undefined) | -3 |
| O=C(c1ccc(F)cc1)N1CCN(c2cc(N3CCCCC3)c(F)cc2[N+](=O)[O-])CC1 | 5 |
| CN(C)c1nc(NCc2ccccc2)nc(N/N=C/c2ccc3c(c2)OCO3)n1 | 8 |
| Cc1cccc(CC(Cc2nc3ccccc3[nH]2)c2nc3ccccc3[nH]2)c1 (centres undefined) | -6 |

More entries.
SMILES	ARNT-TACC3 inh
Fc1ccc2c(c1)C(c1ccncc1)=NNC(c1ccccc1)=N2	3
O=c1c(/C=C(\O)c2ccc(F)cc2)nc2ccccc2n1-c1ccccc1	-5
CCc1nnc(NC(=O)C2CCCCC2)s1	-3
CN(CC(=O)Nn1cnnc1)S(=O)(=O)c1ccc(Br)cc1	-4
Cc1ccc2nc(N3C(=O)C(O)=C(C(=O)c4ccco4)C3c3cccs3)sc2c1 (centres undefined)	-1
CCOC(=O)C1=C(C)NC(C)=C(C(=O)OCC)C1c1cn(-c2ccccc2)nc1-c1ccco1	62*
CCOC(=O)N1CCN(C(=O)c2ccc3c(c2)N(Cc2ccc(C)cc2)CCS3)CC1	1
Cc1sc(NC(=O)/C=C/C(=O)O)c(C(N)=O)c1-c1ccc(C(C)(C)C)cc1	-4
O=c1c2ccccc2c(-c2ccc(Br)cc2)nn1Cc1ccccc1	-7
O=C(CNC(c1ccccc1)c1ccccc1)Nc1cc([N+](=O)[O-])ccc1Cl	-4
Cc1ccc(C(=O)C[n+]2cc(Br)cc(Br)c2)cc1[N+](=O)[O-]	3
CC1=NN(C(=O)Cc2ccc([N+](=O)[O-])cc2)C(O)(c2ccccc2)C1 (centres undefined)	-10
Cc1ccc(-c2cn(-c3ccc(SC(F)F)cc3)c3[n+]2CCC3)cc1	-1
O=C(Nc1cc(C(=O)N2CCCC2)ccc1N1CCCC1)c1ccccc1F	-1
Cc1ccc(NC(=O)CN2C(=O)NC(C)(c3ccc(Cl)cc3)C2=O)cc1S(=O)(=O)N1CCOCC1 (centres undefined)	-3
CCCCC1(CC(=O)OC)C(=O)N(c2ccccc2)N(c2ccccc2)C1=O	-19
COc1ccc(C2CC(=O)C3=C(C2)NC(C)=C(C#N)C3c2ccc(N(C)C)cc2)cc1 (centres undefined)	-7
O=[N+]([O-])c1ccccc1NCCOc1ccccc1	4
COc1ccc(Br)cc1/C(C)=N/NC1=NCCN1	3
CCOc1ccccc1N1CCN(C(=O)C2c3ccccc3Oc3ccccc32)CC1	-5

3 entries already listed, ordered by number of heavy atoms, highest first.
SMILES	ARNT-TACC3 inh
COc1ccc(C2CC(=O)C3=C(C2)NC(C)=C(C#N)C3c2ccc(N(C)C)cc2)cc1 (centres undefined)	-7
O=c1c2ccccc2c(-c2ccc(Br)cc2)nn1Cc1ccccc1	-7
COc1ccc(Br)cc1/C(C)=N/NC1=NCCN1	3

New compounds follow.
SMILES	ARNT-TACC3 inh
O=C(Nc1ccccc1)N1CCN(c2ccc(C(F)(F)F)cn2)CC1	2
Cn1cc(Br)c(C(=O)NNC(=O)c2cccc(Br)c2)n1	2
CC(=O)/C(N=Nc1ccc2c(c1)OCO2)=C(\C)O	4
CCc1nnc(NC(=O)[C@@H](NC(=O)c2cccc(S(=O)(=O)N3CCOCC3)c2)C(C)C)s1	-5
O=C(NC1=NCCS1)c1cc(-c2cccc(Br)c2)nc2ccccc12	-1
N#CCN1CCN(CC(=O)Nc2cccc3ccccc23)CC1	-16
CC(C)(C)NC(=O)NC(=O)COC(=O)c1ccc(OC(F)(F)F)cc1	-10
c1cc2cn[nH]c2cc1NC1CCCCCC1	22
CS(=O)(=O)Nc1ccc(S(=O)(=O)NCCc2ccccc2)cc1	-2
Cc1ccccc1CSc1nnc(-c2ccco2)n1Cc1ccco1	-3
CCOc1cc(NC(=O)c2cccs2)c(OCC)cc1NC(=O)c1ccco1	-5
O=C(Cc1cccs1)N1CCN(c2ccccn2)CC1	-2
c1ccc(SCCCCNC2CCCC2)cc1	-13
S=C(Nc1ccc2cn[nH]c2c1)Nc1ccccc1Cl	-2
O=C(c1cccc(N2C(=O)C3CC=CCC3C2=O)c1)N1CCCCCC1 (centres undefined)	3
CCOC(=O)CNC(=S)N(Cc1ccc(C)cc1)Cc1ccc(C)o1	-40
O=C(CCN1CCN(c2ccccc2)CC1)Nc1nccs1	-31
Fc1ccc(-n2c(Cc3ccccc3)nnc2SCc2nc(-c3ccc(Cl)cc3)no2)cc1	4
Cc1cc(C)c2nc(N3CCCC(C(=O)N4CCN(c5ncccn5)CC4)C3)sc2c1 (centres undefined)	-6
COc1cc(NC(=O)CN2CCCCC2C)c(C)cc1[N+](=O)[O-] (centres undefined)	0
CCOC(=O)c1c(C)[nH]c(C)c1C(=O)CSc1nc(N)cc(=O)[nH]1	5
